Assay outcomes from PubChem.
Mito fusion act: inhibitors of mitochondrial division or activators of mitochondrial fusion | Potency, µM (top dose mostly 46.1 µM), without a hit: at the top dose growth rescue (activation), hits mostly activators | hit rate 0.23% among 320,000 | AID 485298 | S. cerevisiae fusion-defective mutant growth rescue, CellTiterGlo 48 h;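 note: potency is the fitted concentration of half-maximal effect; % of control where 0% means no effect; nearly all actives have a fitted effect of over 45% in size; temperature-sensitive fusion mutants such as fzo1-1 at 37 °C on non-fermentable ethanol glycerol medium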
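Compounds are tested for their ability to restore growth of mitochondrial fusion-defective yeast strains at non-permissive 37C in YPEG medium over 48 hours. Viability is quantified by luciferase luminescence.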
ELG1 DNA repair: ELG1-dependent DNA repair inhibition; HEK293T ELG1-luciferase reporter, luminescence, 16 h; DNA damage induced by 5-fluorouridine; Potency, µM (doses to about 46.1 µM), inactives show top-dose activity change, negative = inhibition, actives largely listed as inhibitors; hit rate 2.3% among 330,000; note: potency is the fitted concentration of half-maximal effect; % is set by controls: 0 for no effect and ±100 for the full control effect; nearly all actives have a fitted effect of over 55% in size
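HEK293T cells expressing luciferase-tagged ELG1 (2,000/well) received 5-Fluorouridine plus compound or DMSO for 16 hr at 37 °C. Luciferase was read by ONE-Glo luminescence after 30 min at room temperature.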
FLuc counter: inhibits or activates purified firefly luciferase, miR-21 counter-screen; hit rate 6.9% among 360,000; AID 588342; Potency, µM (series often up to 57.5 µM), for the others: at the highest dose activity change, negative = inhibition, usual class: inhibitors; P08659; purified FLuc, Km substrates, luminescence inhibition;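 note: potency is the fitted concentration of half-maximal effect; plate controls were vehicle for no effect and reference inhibitor for full effect; nearly all actives have a fitted effect of over 55% in size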
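Purified P. pyralis luciferase (10nM final) with 10uM D-luciferin and 10uM ATP (Km levels) in 50mM Tris acetate pH 7.5, 10mM Mg acetate, 0.01% Tween-20, 0.05% BSA; qHTS 6-point titration, ~60 µM downward; luminescence read.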
KCNH2 3.1 block: KCNH2 3.1 (human) potassium channel inhibition; U2OS KCNH2 3.1, thallium flux FluxOr; hits give low values; activity change, % (tested at about 1.8 µM); hit rate 0.95% among 340,000;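 active = maximum activity change below -70%; inconclusive = maximum activity change from -70% to -50%; inactive = maximum activity change above -50%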;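 note: thallium influx rate constant from kinetic fluorescence after stimulation buffer; % is set by controls: 0 for no effect and ±100 for the full control effect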
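Measured as rate of thallium-driven FluxOr signal in transduced U2OS cells carrying the 3.1 channel, read kinetically for 2 min upon stimulation; values are rate constants scaled to DMSO control wells.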
RORgamma inh: blocks mouse ROR gamma transcriptional activity; P51450; Potency, µM (highest dose often 53.6 µM), inactives show top-dose activity change, negative = inhibition, actives largely listed as inhibitors; Drosophila S2 Gal4-RORgamma UAS-luciferase reporter, 20 h; hit rate 5.4% among 310,000; note: potency is the fitted concentration of half-maximal effect; % is set by controls: 0 for no effect and ±100 for the full control effect; nearly all actives have a fitted effect of over 60% in size
Target sequence (P51450 whole entry, looked up, the tested form may be a part): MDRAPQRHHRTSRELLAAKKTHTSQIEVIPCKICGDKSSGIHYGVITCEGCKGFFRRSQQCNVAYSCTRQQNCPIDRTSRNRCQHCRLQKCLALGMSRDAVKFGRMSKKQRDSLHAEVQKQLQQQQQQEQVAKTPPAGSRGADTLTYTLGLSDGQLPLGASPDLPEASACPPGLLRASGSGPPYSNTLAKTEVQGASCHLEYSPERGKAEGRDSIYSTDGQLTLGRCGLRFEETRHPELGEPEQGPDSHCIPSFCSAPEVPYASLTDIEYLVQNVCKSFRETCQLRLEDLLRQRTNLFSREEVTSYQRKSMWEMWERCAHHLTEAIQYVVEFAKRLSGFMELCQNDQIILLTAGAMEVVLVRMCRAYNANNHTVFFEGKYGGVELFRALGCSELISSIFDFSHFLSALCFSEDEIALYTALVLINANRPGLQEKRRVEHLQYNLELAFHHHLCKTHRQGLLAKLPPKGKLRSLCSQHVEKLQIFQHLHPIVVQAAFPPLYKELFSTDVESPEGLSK
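Using a luciferase readout, inhibitors were identified by reduced reporter activity in Drosophila cells coexpressing a copper-inducible Gal4–ROR gamma fusion and UAS-driven Photinus luciferase, incubated 20 hr after 700 uM copper sulfate.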
VP16 counter: inhibits Gal4-VP16 luciferase reporter, ROR gamma counter-screen. hit rate 3.5% among 310,000. Drosophila S2 Gal4-VP16 UAS-luciferase, luminescence, 20 h. Potency, µM (titrated, usually from 53.6 µM), inactives show at the highest dose activity, negative = inhibition, hits mostly inhibitors;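 note: Gal4-VP16 expression switched on by copper sulfate through the metallothionein promoter; potency is the fitted concentration of half-maximal effect; % is set by controls: 0 for no effect and ±100 for the full control effect; nearly all actives have a fitted effect of over 50% in size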
NPC1 promoter act: activators of NPC1 promoter. Huh7 NPC1 promoter luciferase reporter, 24 h. Potency, µM (titrated, usually from 9.22 µM), without a hit: at the top dose activation, most hits filed as activators. hit rate 2.4% among 320,000. AID 485313;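 note: potency is the fitted concentration of half-maximal effect; % of control where 0% means no effect; nearly all actives have a fitted effect of over 60% in size; reporter is driven by a mutant NPC1 promoter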
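Stably transfected Huh7 (NPC1 promoter→luciferase), 1500 cells/well in Opti-MEM + 10% FBS, 2 h settle, then compound 24 h at 37 °C. Luminescence after 10 min with Amplite reagent.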
PKM2 activator: activators of human pyruvate kinase M2; P14618; purified PKM2, Kinase-Glo ATP luminescence, activation; response scale: 0% is enzyme alone, no compound; Potency, µM (series often up to 57.5 µM), for the others: top-dose activation, most hits filed as activators; hit rate 0.34% among 260,000; AID 1631; note: potency is the fitted concentration of half-maximal effect; % is set by controls: 0 for no effect and ±100 for the full control effect; nearly all actives have a fitted effect of over 55% in size
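hPK-M2, >95% pure; 0.1 mM ADP / 0.5 mM PEP final; imidazole pH7.2 buffer w/ 7 mM MgCl2, 50 mM KCl; 1 h RT; Kinase-Glo lum. Intermediate enzyme activity for dual inhibitor/activator qHTS.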
Rab9 promoter act: activators of Rab9 promoter; Huh7 Rab9 promoter-luciferase reporter, luminescence, 24 h; Potency, µM (titrated, usually from 9.22 µM), without a hit: at the top dose activation, negative = inhibition, most hits filed as activators; hit rate 2.8% among 320,000; note: potency is the fitted concentration of half-maximal effect; % of control where 0% means no effect; nearly all actives have a fitted effect of over 60% in size
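Measured in stably transfected Huh7 cells bearing a Rab9 promoter–luciferase construct: 24 h compound treatment at 37 °C, followed by luminescence detection.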
Menin MLL FP TR: displaces Texas Red mutant MLL peptide from human menin; Potency, µM (highest dose often 61.6 µM), inactives show top-dose FP activity change, negative = inhibition, usual class: inhibitors; AID 1768; Menin + Texas Red MLL mutant peptide, fluorescence polarization; O00255; hit rate 0.23% among 270,000; active = well fitted inhibition curve with a large enough effect in the polarisation, with a control signal flat, not every such curve was filed as active; inconclusive = small, poorly fitted or top-dose-only effect, or effect the other way, or a change in a side signal; inactive = no such curve, though single readings can be large or run the other way; the % refers to the polarisation; note: potency is the fitted concentration of half-maximal effect; % of control where 0% means no effect; many of its hits are not listed in these tables
MBNL1-CUG inh: blocks human MBNL1 binding to CUG repeat RNA | AID 2675 | Potency, µM (titrated, usually from 57.5 µM), for the others: at the highest dose activity change, negative = inhibition, most hits filed as inhibitors | hit rate 0.036% among 280,000 | Q9NR56 | TR-FRET MBNL1-His/biotin-(CUG)12 binding, 665/545 ratio; active = well fitted inhibition curve with a large enough effect in the signal ratio, with a control signal flat, not every such curve was filed as active; inconclusive = small, poorly fitted or top-dose-only effect, or effect the other way, or a change in a side signal; inactive = no such curve, though single readings can be large or run the other way; the % refers to the signal ratio; note: potency is the fitted concentration of half-maximal effect; % is set by controls: 0 for no effect and ±100 for the full control effect
Target sequence (Q9NR56 whole entry, looked up): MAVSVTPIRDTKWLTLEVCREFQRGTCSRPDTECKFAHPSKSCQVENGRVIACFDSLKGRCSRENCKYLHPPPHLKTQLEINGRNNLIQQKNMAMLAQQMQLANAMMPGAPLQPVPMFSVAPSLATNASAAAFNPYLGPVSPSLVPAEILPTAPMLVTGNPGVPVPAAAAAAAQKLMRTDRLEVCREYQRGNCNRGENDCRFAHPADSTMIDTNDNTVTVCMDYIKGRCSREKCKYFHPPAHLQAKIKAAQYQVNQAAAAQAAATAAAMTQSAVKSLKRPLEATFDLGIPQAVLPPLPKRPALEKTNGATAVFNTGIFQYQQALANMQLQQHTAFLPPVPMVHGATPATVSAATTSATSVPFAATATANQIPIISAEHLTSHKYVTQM
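MBNL1-His + Biotin-(CUG)12, cpd titration 92 nM–58 uM; Tb anti-His Ab 0.055 ng/ul, SA-XL665 5 nM (final); 60 min RT; ratiometric 665/545 nm, Ex 340 nm; normalized to buffer and full-complex controls.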
Active calls of the source: *; ? = inconclusive; . = no result given; & = joins results of further samples; [ ] = remark or other dose. Unless noted, calls come from the whole dose curve; as a rule, active = well fitted curve in the direction sought with a large enough effect; inconclusive = small, poorly fitted or top-dose-only effect, or another doubt; inactive = no such curve, though single readings can be large; an effect the other way counts as inactive or inconclusive.

SMILES	Mito fusion act	ELG1 DNA repair	FLuc counter	KCNH2 3.1 block	RORgamma inh	VP16 counter	NPC1 promoter act	PKM2 activator	Rab9 promoter act	Menin MLL FP TR	MBNL1-CUG inh
CCOc1ccc(-c2nnn(CC(=O)NCc3ccco3)n2)cc1	-7%	4%	-6%	7	?	-1%	1%	0%	19%	-13%	0%
CCCOC1CCCN(C(=O)c2ccc3oc(C(C)C)nc3c2)C1 (stereo unspecified)	-2%	?	?	-4	13%	11%	21%	-6%	21%	.	11%
FC(F)(F)c1ccc(C2[C@H]3CN(Cc4cccnc4)[C@H](c4ccccc4)C34CC2(c2cccnc2)C4)cc1 (stereo partly specified)	-85%[inhibitor]	-22%	-2%	.	8%&25%	?	-3%	4%&-3%	-4%	0%	-6%
O=C(O)Cn1nc(-c2ccc(Cl)cc2)ccc1=O	1%	-1%	0%	34	21%	0%	1%	.	-9%	5%	19%
O=S(=O)(c1ccc(Cl)cc1)c1nc(-c2ccccc2F)oc1NCCCN1CCOCC1	-6%	-10%	6%	?	-30%	-2%	-4%	-1%	3%	.	-3%
CCSc1nc(N)c2c3c(sc2n1)CN(C)CC3	-1%	14%	?	.	5%	3%	10%	2%	1%	23%	15%
CC(=O)Nc1cc(C(=O)N2CCCC2)ccc1S(=O)(=O)c1ccc(Cl)cc1	4%	3%	1%	-10	27%	-27%	0%	-6%	1%	-5%	-8%
O=C(Nc1ccccc1[N+](=O)[O-])c1cc2ccccc2nc1Cl	2%	13%	6%	-7	3%	-1%	-3%	-4%	0%	.	13%
Cc1cc(C(=O)O)cc(S(=O)(=O)N2CCOCC2)c1C	-6%	24%	9%	-20	-14%	3%	1%	?	4%	-10%	-5%
CCCCN1CN(S(=O)(=O)c2ccc(OC)cc2)c2nc3ccccc3nc21	11%	5%	-2%	22	8%	-10%	0%	.	-6%	33%[activator]	30%
NNC(=O)CN(CCc1ccccc1)S(=O)(=O)c1ccc(Cl)cc1	-4%	-9%	-1%	11	16%	-3%[10 µM]	0%	2%	-2%	-14%	-1%
O=C(NCc1ccco1)/C(=C\c1ccc(F)cc1)NC(=O)c1ccco1	0%	?	0%	-17	-15%	-14%	-2%	4%	0%	1%	9%
COc1ccc(S(=O)(=O)NC(C)C(=O)N2CCCCCC2)cc1 (stereo unspecified)	3%	8%	1%	10	8%	0%	-3%	.	0%	-17%	-18%
CCOc1ccc(/C=C2\N=C(c3cccs3)OC2=O)cc1OC	-2%	2%	-24%	.	2%	-1%	-1%	4%	2%	10%	3%
COc1ccccc1N1CCN(C(=O)c2cc3n(n2)C(C(F)(F)F)CC(c2ccco2)N3)CC1 (stereo unspecified)	-9%	-28%	-2%	0	29%	1%	-6%	-14%	-8%	0%	0%
O=C(NCCSc1c[nH]c2ccccc12)C1CC1	3%	5%	0%	4	-3%	3%	-1%	-9%	-4%	23%	-9%
CC(=O)Nc1nc(SCc2ccc(Cl)cc2Cl)n[nH]1	0%	15%	5%	-3	1%	-1%	-5%	-1%	-9%	-9%	-7%
Cc1ccccc1/C=N/NC(=O)c1ccc(-n2cnnn2)cc1	-2%	-9%	?	-7	.	.	1%	.	-6%	.	.
CC(C)(C)c1ccc(C(=O)CCCSC2=C(C#N)C(c3ccco3)C3=C(CCCC3=O)N2)cc1 (stereo unspecified)	1%	?	?	-8	3%	-16%	-3%	9%	-1%	30%[activator]	4%
O=C(c1cccc(COc2cccc3ccccc23)c1)N1CCCC1	?	?	17µM*	3	9%	-3%	?	10%	2.5µM*	0%	0%
Oc1cccc(/C=N/Nc2cc(N3CCCC3)nc(N3CCCC3)n2)c1	-14%	26µM*	13µM*	?	21%	-15%	-1%	1%	0%	-10%	.
O=S(=O)(Nc1ccc(OC(F)(F)F)cc1)c1cccc2nonc12	-15%	-22%	0%	-10	33%	-6%	-4%	0%	0%	.	9%
Cc1cc(NC(=O)Cc2csc(-c3ccccc3)n2)ccc1Br	-2%	1%	2%	1	?	-2%	-1%	8%	-1%	27%	?
CCOc1ccc(Oc2ccc(NC(=O)CSc3nncn3C)cc2)cc1	4%	5%	-14%	-3	.	.	1%	.	14%	.	.
COc1ccc(C(=O)NCCCN2CCCC2=O)cc1	0%	?	-5%	16	-29%	3%	2%	-11%	-5%	6%	-3%
CC(C)(C)N1CC2(c3ccccc3)CN(C(C)(C)C)CC(c3ccccc3)(C1)C2=O	2%	-2%	0%	-7	1%	0%	-1%	-5%	22%	-1%	-2%
O=C(CSc1nnc(-c2ccncc2)o1)Oc1ccccc1	-7%	2%	-1%	-12	-4%[0.365 µM]	.	-3%	13%	-5%	-12%	5%
CCc1cc(=O)oc2c(C)c(OCC(=O)N3CC[C@@]4(O)CCCC[C@H]4C3)ccc12	2%	-19%	1%	-7	9%	-7%	0%	1%	-3%	-11%	-1%
Cc1cc([N+](=O)[O-])c2[nH]c(C(=O)N/N=C/c3ccccc3C(=O)O)c(-c3ccccc3)c2c1	8%	-3%	5%	15	37%	-3%	-3%	?	-1%	?	-24%
CCOC(=O)c1sc(=NC(=O)c2ccc(F)cc2)n(C)c1C	-1%	?	0.67µM*	-13	-1%	22%	4%	.	23%	.	13%
COc1ccccc1NC(=O)COc1ccc(Br)cc1CNCCCN1CCOCC1	-5%	7%	-1%	5	-5%	2%	0%	-4%	0%	-11%	-1%
COc1ccc(-n2c(C)cc(C(=O)COC(=O)Cn3cnc4ccccc43)c2C)cc1	2%	-18%	-12%	-7	-13%[0.365 µM]	.	-1%	4%	1%	-16%	-1%
N#Cc1nc(-c2ccccc2)oc1NCc1ccco1	14%	16%	?	-2	7%	6%	9%	3%	2%	6%	?
CCOc1ccc(NC(=O)CCC(=O)c2ccc(-c3ccccc3)cc2)cc1	-2%	14%	3%	39	-6%[10 µM]	4%	-2%	-1%	-6%	-12%	.
CCOC(=O)N1CCN(C(=O)COC(=O)c2ccc([N+](=O)[O-])cc2Cl)CC1	9%	-4%	5%	61	.	.	-5%	.	-3%	.	.
CC(C)c1ccc(/C=C/C(=O)NC2=NCCS2)cc1	-7%	?	1.3µM*	.	8.9µM*	?	0.32µM*	-2%	0.32µM*	27%	18%
CCn1c(SCc2ccccc2)nc2cc(S(N)(=O)=O)ccc21	-2%	-26%	-5%	-24	25%	0%	-1%	1%	-2%	-27%	-2%
Cc1cc(C)c2cc3c(N)c(C(=O)N4CCc5ccccc5C4)sc3nc2c1	9%	-4%	0%	-7	-36%	13%	10%	2%	-1%	-1%	?
CC(C)(C)NC(=O)N1CCN(c2nc(-c3ccccc3)ns2)CC1	-9%	?	-55%	9	?	7%	?	5%	3.5µM*	.	-9%
CCOc1ccc(C(=O)N2CCCC2)cc1	-2%	?	0%	4	?	1%	-2%	-18%	1%	0%	-3%
CCc1nc(SCC(=O)Nc2nc3c(s2)CCCC3)c2ccccc2n1	-3%	?	-12%	-16	-15%	-8%	-3%	4%	-7%	32%[activator]	16%
O=C(NC1CCCCC1)c1cc(-c2cccc(Cl)c2)on1	6%	?	-13%	-33	43%	27%	?	-4%	?	5%	3%
CN1CC(c2ccccn2)C2(SC(=S)N(Cc3ccccc3)C2=O)C12C(=O)Nc1ccccc12 (stereo unspecified)	4%	-1%	8%	-9	?	?	-4%	0%	9%	-26%	6%
Cc1c(C(=O)N2CCOCC2)oc2ccc(Br)cc12	5%	?	-17%	-3	.	.	-4%	.	25%	.	.
Cc1ccc(CNc2nc(C)c(C(=O)N(C)C)s2)cc1	1%	?	-14%	1	-2%	-18%	2%	6%	4%	-2%	-5%
Cc1cc(C)c(C)c(S(=O)(=O)Nc2cccc(-n3cnnn3)c2)c1C	2%	3%	2%	11	30%	0%	-3%	.	-4%	.	-1%
Cc1nn(C(C)C(=O)NC(C)CCc2ccccc2)c(=O)c2cc3occc3n12 (stereo unspecified)	12%	0%	2%	-3	15%	0%	-1%	.	4%	-16%	2%
CSc1ccccc1NC(=O)Nc1ccccc1Cl	9%	14%	?	4	-3%	-9%	0%	-13%	13%	.	0%
CC(C)OP(=O)(OC(C)C)C(O)c1ccc2c(c1)OCO2 (stereo unspecified)	-2%	-22%	0%	-14	5%	-1%	-1%	-2%	2%	1%	-10%
COc1ccc(NC(=O)c2nc(C)c(C3(C)CC(c4ccccc4)=NO3)s2)cc1 (stereo unspecified)	5%	?	0%	0	-22%	-2%	-20%	-7%	-16%	.	-12%

Only part of the results is shown (hit frequency here may not be typical).
